hcDAF12 agonist = H. contortus DAF-12 nuclear receptor activators, primary screen, cell-based, luminescence, HEK293, lit1-tk-luc reporter. HEK293 hcDAF-12 lit1-tk-luc reporter; 0% DMSO, 100% Δ7-dafachronic acid. activation, % at 6.8 µM. 370,000 tested, 1.4% active;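 active means activation above the mean of all tested compounds plus 3 SD, cut at about 5.5% in these data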;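 further: 100% = response to 3 µM Δ7-dafachronic acid high control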
SMARCA2 activ = SMARCA2 (BRM) function activators, primary screen, cell-based, luminescence, high throughput. MG213 cells, MMTV-luciferase reporter, dexamethasone, overnight. activation, % at 9.1 µM. AID 652017, 2013. 370,000 tested, 1% active; in the data active means activation above about 7.8%;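 further: 0% = vehicle wells and 100% = reference activator wells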
ADAM17 inh = ADAM17 inhibitors, primary screen, biochemical, QFRET; recombinant ADAM17, EDANS/DABCYL FRET peptide cleavage; 370,000 tested, 0.83% active; Disintegrin and metalloproteinase domain-containing protein 17 (Homo sapiens), P78536; inhibition, % at 6.95 µM;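 active means inhibition above the mean of compounds lying between control limits plus 3 SD, set per campaign, cut at about 8.5% in these data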;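 further: 0% = DMSO-only wells as the low control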
DAX1 inh-1 = DAX1 (NR0B1) inhibitors on StAR promoter, primary screen, cell-based, luminescence, SF-1 (NR5A1), full-length DAX-1 | HEK293T StAR-luciferase reporter, SF-1/DAX-1 repression relief | inhibition, % at 6.8 µM | 370,000 tested, 1.1% active | AID 652010, 2013;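 active means inhibition above the mean over all tested compounds plus 3 SD, cut at about 3.6% in these data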;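 further: 0% = DAX-1 cells with DMSO and 100% = cells lacking DAX-1 with DMSO; higher inhibition means more luminescence from relief of DAX-1 repression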
PLC-gamma1 inh = PLC-gamma1 enzyme inhibitors, primary screen, biochemical, fluorescence, purified enzyme | 370,000 tested, 0.84% active | fluorogenic substrate | inhibition, % at 12.2 µM | 1-phosphatidylinositol 4,5-bisphosphate phosphodiesterase gamma-1 (Homo sapiens), P19174; in the data active means inhibition above about 9.5%
PLC-beta3 inh = human PLC-beta3 inhibitors, primary screen, biochemical, fluorescence; Purified PLC-beta3, fluorogenic substrate; 1-phosphatidylinositol 4,5-bisphosphate phosphodiesterase beta-3 (Homo sapiens), Q01970; inhibition, % at 12.2 µM; 370,000 tested, 0.18% active; in the data active means inhibition above about 11%;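 further: 0% = median of compound wells on plate and 100% = full blocker control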
ssDAF-12 act = S. stercoralis DAF-12 nuclear receptor activators, primary screen, cell-based, luminescence, HEK293, GRIP1 co-expression, lit1-tk-luc; activation, % at 6.8 µM; 370,000 tested, 1% active; HEK293 ssDAF-12/GRIP1 lit1-tk-luc reporter; % of 3 µM dafachronic acid response; Nuclear hormone receptor DAF-12 (Strongyloides stercoralis); AID 652126, 2013;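 active means activation above the mean over all tested compounds plus 3 SD, cut at about 0.9% in these data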;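 further: 0% = DMSO-only wells and 100% = 3 µM delta7-dafachronic acid wells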
Rev-erbA mod = modulators of Rev-erb alpha DNA binding, primary screen, biochemical, FITC-DNA, fluorescence polarization, uHTS. 370,000 tested, 0.79% active. Rev-erbα–FITC-DNA binding, 90 min. activity, % at 10 µM. Nuclear receptor subfamily 1 group D member 1 (Homo sapiens), P20393;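 active means activity above about 14%, limit read from the data; passing the limit was not always enough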;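 further: 0% = DMSO wells with 35 nM protein and 100% = DMSO wells with 750 nM protein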
Target sequence (P20393 whole entry, looked up): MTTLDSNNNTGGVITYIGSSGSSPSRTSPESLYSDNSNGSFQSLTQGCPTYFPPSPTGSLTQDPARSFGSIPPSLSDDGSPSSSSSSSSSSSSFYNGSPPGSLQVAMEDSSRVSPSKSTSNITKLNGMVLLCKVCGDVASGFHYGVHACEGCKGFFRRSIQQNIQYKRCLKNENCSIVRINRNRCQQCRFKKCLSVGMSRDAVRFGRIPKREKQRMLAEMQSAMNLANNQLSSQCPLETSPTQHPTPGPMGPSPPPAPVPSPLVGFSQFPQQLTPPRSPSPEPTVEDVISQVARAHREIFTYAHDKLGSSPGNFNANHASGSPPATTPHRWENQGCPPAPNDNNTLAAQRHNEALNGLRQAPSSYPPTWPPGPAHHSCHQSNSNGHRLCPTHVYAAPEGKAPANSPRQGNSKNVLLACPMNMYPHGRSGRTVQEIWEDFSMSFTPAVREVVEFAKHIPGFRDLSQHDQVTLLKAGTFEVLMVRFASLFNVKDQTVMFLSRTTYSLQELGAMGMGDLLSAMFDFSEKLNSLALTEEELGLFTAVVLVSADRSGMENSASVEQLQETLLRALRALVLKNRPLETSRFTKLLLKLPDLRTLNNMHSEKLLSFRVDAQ
MBD2 inh = inhibitors of MBD2 binding to methylated DNA, primary screen, biochemical, TR-FRET, DNA-binding domain, human | 370,000 tested, 0.31% active | MBD2 binding to methylated oligonucleotide | Methyl-CpG-binding domain protein 2 (Homo sapiens), Q9UBB5 | inhibition, % at 4.4 µM; in the data active means inhibition above about 13%
DAX1 inh-2 = DAX1 (NR0B1) inhibitors, primary screen, cell-based, HEK293, Gal4-DAX1, luciferase luminescence | HEK293 Gal4-DAX1 luciferase reporter | AID 504766, 2011 | 340,000 tested, 0.99% active | inhibition, % at 6.75 µM | Nuclear receptor subfamily 0 group B member 1 (Homo sapiens), P51843;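 active means inhibition above the mean over all tested compounds plus 3 SD, cut at about 4.2% in these data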;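 further: 0% = DAX1-transfected cells with DMSO and 100% = empty-vector control cells with DMSO; inhibition shows as a rise in luminescence from relieved DAX1 repression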
Target sequence (P51843 207-470 limits assumed): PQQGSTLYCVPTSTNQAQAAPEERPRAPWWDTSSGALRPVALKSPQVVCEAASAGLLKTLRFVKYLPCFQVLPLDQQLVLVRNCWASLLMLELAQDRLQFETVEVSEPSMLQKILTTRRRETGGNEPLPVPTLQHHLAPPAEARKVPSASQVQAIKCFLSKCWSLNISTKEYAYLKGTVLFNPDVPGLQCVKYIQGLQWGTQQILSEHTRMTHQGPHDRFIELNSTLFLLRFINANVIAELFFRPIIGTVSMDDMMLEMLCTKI
hgDAF12 agonist = H. glycines DAF-12 receptor agonists, primary screen, cell-based, luminescence, HEK293, GAL4 fusion, UAS-luciferase; Nuclear hormone receptor DAF-12 (Heterodera glycines), GAL4 fusion; HEK293 GAL4-hgDAF12 UAS-luciferase reporter, agonist luminescence; normalized to butyrate control; activation, % at 6.8 µM; 370,000 tested, 1.8% active; AID 687014, 2013;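 active means activation above a cutoff set at the mean of all screened compounds plus 3 SD, cut at about 10% in these data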;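 further: 0% = DMSO wells and 100% = sodium butyrate wells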
The depositor's hits bear a star; / = not tested or not shown.

SMILES	hcDAF12 agonist	SMARCA2 activ	ADAM17 inh	DAX1 inh-1	PLC-gamma1 inh	PLC-beta3 inh	ssDAF-12 act	Rev-erbA mod	MBD2 inh	DAX1 inh-2	hgDAF12 agonist
CNc1ccccc1C(C)(C)c1cc(-c2ccco2)n[nH]1	-1.8	0.3	0.2	-0.6	-39.3	-46.6	-1.3	-3.2	-4.0	0.0	2.5
Cc1ccc(C(=O)Nc2ccc(F)cc2)cc1NC1=NC2CS(=O)(=O)CC2S1 (centres undefined)	1.2	9.8*	-0.5	2.1	-0.7	6.0	-1.3	-7.6	-3.0	-0.2	-1.2
O=C(CN1C(=O)CSc2ncccc21)N1CCOCC1	0.7	0.9	-2.6	0.3	-3.0	0.7	-0.2	-4.8	-0.3	0.3	0.2
COc1cc(CNn2c(C)n[nH]c2=S)cc(Cl)c1OCC(=O)NC(C)(C)C	-1.9	-2.8	-2.4	-0.2	3.7	-6.2	-1.2	1.1	5.0	-0.2	-4.0
CCC(=O)NC(Nc1cccc(C)n1)(C(F)(F)F)C(F)(F)F	-1.5	-1.3	-6.2	0.3	-0.2	0.9	-1.4	1.6	0.2	3.2	0.4
Cc1nn(CC(=O)N(C)C2CCS(=O)(=O)C2)c(C)c1[N+](=O)[O-] (centres undefined)	-0.4	-0.9	-2.5	-0.5	4.5	-8.3	-0.4	-5.5	2.1	-0.2	0.7
COc1cc(/C=N/n2c(SC)nnc(C(C)(C)C)c2=O)ccc1O	-1.5	2.9	1.3	0.1	-0.6	-7.7	-1.1	-1.7	2.2	-0.5	7.8
CCCNS(=O)(=O)c1ccc(OCC(=O)OC)cc1	-0.2	-3.8	0.6	-0.3	2.2	-0.1	-1.1	3.4	0.1	-1.0	-0.4
O=C(NC(Nc1cc(C(F)(F)F)ccc1Cl)C(=O)c1ccccc1)c1ccccc1 (centres undefined)	0.7	0.3	-1.8	0.8	2.8	5.6	-0.4	-4.2	7.0	0.6	0.5
COc1ccc(C(=S)N2CCOCC2)cc1OC(=O)c1cccc([N+](=O)[O-])c1	2.3	0.5	3.4	-0.4	0.5	6.0	-1.1	6.9	-3.8	1.8	6.4
CC(NC(=O)C1CCCCC1)C(=O)NC1=NCCS1 (centres undefined)	-1.1	0.0	-0.8	-0.7	4.8	5.4	-1.5	-4.1	2.7	0.2	-3.2
CN(Cc1ccccc1)C(=O)C1CCN(S(=O)(=O)c2cccc3nsnc23)CC1	-0.7	-0.8	1.3	-2.2	3.2	-4.2	-1.5	-2.8	-3.2	0.2	0.9

Compound profiles (already shown).
Profile of Cc1nn(CC(=O)N(C)C2CCS(=O)(=O)C2)c(C)c1[N+](=O)[O-] (centres undefined) : hcDAF12 agonist = -0.4; SMARCA2 activ = -0.9; ADAM17 inh = -2.5; DAX1 inh-1 = -0.5; PLC-gamma1 inh = 4.5; PLC-beta3 inh = -8.3; ssDAF-12 act = -0.4; Rev-erbA mod = -5.5; MBD2 inh = 2.1; DAX1 inh-2 = -0.2; hgDAF12 agonist = 0.7
Profile of CNc1ccccc1C(C)(C)c1cc(-c2ccco2)n[nH]1 : hcDAF12 agonist = -1.8; SMARCA2 activ = 0.3; ADAM17 inh = 0.2; DAX1 inh-1 = -0.6; PLC-gamma1 inh = -39.3; PLC-beta3 inh = -46.6; ssDAF-12 act = -1.3; Rev-erbA mod = -3.2; MBD2 inh = -4.0; DAX1 inh-2 = 0.0; hgDAF12 agonist = 2.5

Other records:
SMILES	hcDAF12 agonist	SMARCA2 activ	ADAM17 inh	DAX1 inh-1	PLC-gamma1 inh	PLC-beta3 inh	ssDAF-12 act	Rev-erbA mod	MBD2 inh	DAX1 inh-2	hgDAF12 agonist
Cc1ccc(CNC(=O)CCc2c(C)nc3ncnn3c2C)cc1	0.8	2.9	0.7	-0.1	7.2	5.3	-1.1	-2.0	3.7	0.0	-0.7
CCN(CC)c1ccc(NC(=O)c2cc3c(C)nn(-c4ccccc4)c3s2)cc1	0.0	-2.3	12.7*	-0.7	-37.0	-48.8	-1.8	-1.2	-7.5	/	0.2
Cc1cccc(OCC(=O)Nc2cc(S(=O)(=O)N3CCOCC3)ccc2N2CCCC2)c1C	-2.5	-1.2	-3.2	-1.8	1.1	-4.7	-1.3	6.9	-5.8	-0.5	-2.2
CC(C)(C)OC(=O)C(C(=O)OC(C)(C)C)c1ccc(Cl)nn1	2.1	-1.8	0.4	0.4	2.5	1.6	-1.5	-9.0	1.2	0.5	-2.8
Cc1nc(C(=O)N/N=C/c2[nH]ncc2Br)cs1	0.5	0.3	-1.9	-0.1	0.9	-6.1	-0.8	-5.4	-1.9	-0.3	2.3
CCOC(=O)c1cnc(-n2nc(C)cc2C)nc1NC(C)c1ccccc1 (centres undefined)	-0.6	-0.7	-3.5	-0.4	-0.5	-1.3	-1.2	-2.6	-1.6	-0.7	-3.4
CCOC(=O)N1CCN(C(=O)C[C@@H]2C[C@@]3(C(=O)OCC)CCCC=C3N(Cc3ccc(Cl)cc3Cl)C2=O)CC1	-0.8	-6.6	2.0	0.0	-0.5	2.6	-1.1	3.3	0.1	/	-1.1
CCN(CC)S(=O)(=O)c1cccc(C(=O)N/N=C/c2ccc(N3CCOCC3)cc2)c1	0.7	-4.8	-7.5	-0.2	-19.8	-30.7	-1.2	-1.6	-3.6	-0.6	-0.5
COc1ccccc1N1CCN(Cc2cc(=O)c(OCC(=O)NC3CCCC3)co2)CC1	-1.4	-1.1	0.4	-0.9	-1.9	1.1	-1.1	-3.8	-3.5	1.9	0.1
N#Cc1ccc(S(=O)(=O)NCC2CCN(C(=O)C(=O)c3cc4ccccc4o3)CC2)cc1	-0.3	3.9	1.2	-0.8	-2.5	0.0	-0.9	-9.3	-0.1	/	-2.1
O=C(NC1CCCCC1)N1CCN(c2nc(-c3ccccc3)cs2)CC1	-0.3	-4.0	-4.2	-1.5	0.0	-4.8	-2.7	-4.8	4.2	-2.6	-6.5
O=C(NC(=S)Nc1cc(C(F)(F)F)ccc1N1CCOCC1)c1ccco1	-1.5	-2.7	0.5	0.3	1.2	-3.6	-1.6	2.1	5.0	/	-1.9
Cc1ccc(=O)n(C(C(=O)NCc2ccco2)C(=O)c2ccc(F)cc2)c1 (centres undefined)	0.8	-0.9	-2.0	0.7	-0.2	-2.0	-1.0	5.4	-4.7	1.9	-0.9
CNC(C)c1cc(OC)ccc1OC (centres undefined)	-1.6	-0.8	-0.4	0.1	3.5	3.4	-0.9	0.5	0.5	-1.0	-1.1
O=c1c2ccccc2nc(SCc2ccc([N+](=O)[O-])cc2)n1-c1ccccc1	-1.9	4.3	1.3	-1.2	6.5	6.4	-1.4	1.3	-1.5	-1.2	1.7
O=C(NC(c1ccccc1)c1ccccc1)N1CCOCC1	-0.1	-1.9	4.7	-0.4	2.3	4.2	-1.3	1.6	1.0	-0.3	1.6
CC(C)(C)Cc1c(-c2cccc(Br)c2)nc2ccc(Br)cn12	3.2	0.0	2.3	2.1	-20.8	-37.9	0.1	0.1	-0.2	/	2.9
CCOC(=O)N1CCc2c(sc(NC(=O)CN3CCOCC3)c2C(=O)Nc2ccccc2)C1	0.1	1.9	-4.1	-1.4	2.4	-6.4	0.1	0.7	-2.5	-1.9	1.7
COc1cccc(NC(=O)Cn2cc(C(=O)C3CC3)c3ccccc32)c1	-1.2	-1.4	-2.7	-1.0	1.8	-0.4	-1.6	-2.4	0.8	-1.1	-0.3
COc1ccc(CCNC(=O)CCc2nc3sc4c(c3c(=O)[nH]2)CCCC4)cc1	-1.1	0.5	-5.6	-0.8	-13.1	-28.7	-0.2	-0.1	1.5	0.7	-1.1
CC1(C(=O)NCCc2ccccc2)Cc2c(-c3ccccc3)ccnc2O1 (centres undefined)	-0.7	4.8	1.6	0.1	0.8	8.4	-1.0	-2.0	-6.8	/	-1.3
COc1ccc(CNC2CCCc3ccccc32)c(OC)c1 (centres undefined)	-1.9	-3.9	-8.4	-0.3	1.2	1.8	-1.2	7.5	5.7	-0.8	-3.3
Cc1cc(C)n(C2=NS(=O)(=O)c3ccccc32)n1	-0.1	-3.7	-0.4	-0.7	1.2	0.9	-1.1	-7.0	-1.5	-0.1	1.6
CN(Cc1ccccc1)C(=O)c1ccc2nc([C@H]3C[C@H](O)[C@@H](CO)O3)[nH]c2c1	-0.1	-0.8	-3.2	-0.9	3.1	-12.1	-1.0	-2.9	5.9	/	0.2
CC(=O)OCC(=O)C1(O)CCC2C3CCC4=CC(=O)C=CC4(C)C3C(O)CC21C (centres undefined)	-0.5	-2.7	-2.2	0.6	0.1	-2.2	-1.0	0.0	1.4	/	-4.8
O=C(NCCN1CCOCC1)C(=O)c1c[nH]c2ccccc12	0.9	-0.8	0.5	-0.1	2.5	-4.4	-0.8	-2.2	-5.5	0.2	0.5
Cc1ccccc1C(=O)NC(C(N)=O)P(=O)(OC(C)C)OC(C)C (centres undefined)	-1.4	3.2	0.0	-0.4	2.1	-2.7	-0.7	-3.3	-6.8	2.2	-1.5
Cc1ccc(Nc2nc(Cl)nc(NC(C)(C)C)n2)cc1	1.7	7.3	4.8	0.9	4.5	-3.2	-1.0	1.2	1.3	1.6	6.0
O=C1OCCC1Sc1nnc(-c2ccc(Cl)cc2Cl)o1 (centres undefined)	-2.6	-4.6	-4.4	-0.4	-2.8	-8.8	-2.6	0.4	-8.3	-2.6	-6.8
COc1ccccc1C(=O)N1CCN(c2nc3cc(C)c(C)cc3cc2C#N)CC1	-0.9	-4.8	-83.1	-2.6	-87.0	-110.8	-1.6	0.2	-5.8	-1.4	-5.6
Cc1cc(C)cc(N2C(=O)CC(c3ccccc3)CC2=O)c1	-1.2	-2.6	-0.4	0.1	-0.8	0.0	-1.7	1.8	2.2	2.1	-1.1
O=C(C1=C[C@@H](c2ccc3c(c2)OCO3)C[C@@H](OCc2ccc(CO)cc2)O1)N1CCOCC1	-0.6	-1.2	-2.4	-0.3	-5.6	-10.4	-1.0	-4.1	-4.7	1.5	-0.1
CCC(C(=O)NCc1ccccc1)n1c(Cc2cc(F)cc(F)c2)nc2ccccc21 (centres undefined)	0.2	-1.6	-0.2	0.4	3.1	0.8	-1.0	-3.6	-5.2	/	-0.3
CC(C)C(c1nnnn1Cc1cccs1)N1CCN(C2CCCC2)CC1 (centres undefined)	-1.9	0.8	-4.0	0.9	-0.7	1.8	-1.2	-4.5	0.4	0.3	1.6

Compounds were not picked by outcome, and some 7.4% of all compounds hit somewhere here.
